Assay outcomes deposited in PubChem by National Center for Advancing Translational Sciences (NCATS).
TDP1 inh – TDP1 (human) enzyme inhibition; Q9NUW8; recombinant TDP1, AlphaScreen DNA substrate cleavage; Potency, µM (highest dose often 130 µM), inactives show at the top dose activity change, negative = inhibition, usual class: inhibitors; 350,000 tested, 0.28% active; also: nearly all actives have a fitted effect of over 40% in size
Target sequence (Q9NUW8 whole entry, looked up): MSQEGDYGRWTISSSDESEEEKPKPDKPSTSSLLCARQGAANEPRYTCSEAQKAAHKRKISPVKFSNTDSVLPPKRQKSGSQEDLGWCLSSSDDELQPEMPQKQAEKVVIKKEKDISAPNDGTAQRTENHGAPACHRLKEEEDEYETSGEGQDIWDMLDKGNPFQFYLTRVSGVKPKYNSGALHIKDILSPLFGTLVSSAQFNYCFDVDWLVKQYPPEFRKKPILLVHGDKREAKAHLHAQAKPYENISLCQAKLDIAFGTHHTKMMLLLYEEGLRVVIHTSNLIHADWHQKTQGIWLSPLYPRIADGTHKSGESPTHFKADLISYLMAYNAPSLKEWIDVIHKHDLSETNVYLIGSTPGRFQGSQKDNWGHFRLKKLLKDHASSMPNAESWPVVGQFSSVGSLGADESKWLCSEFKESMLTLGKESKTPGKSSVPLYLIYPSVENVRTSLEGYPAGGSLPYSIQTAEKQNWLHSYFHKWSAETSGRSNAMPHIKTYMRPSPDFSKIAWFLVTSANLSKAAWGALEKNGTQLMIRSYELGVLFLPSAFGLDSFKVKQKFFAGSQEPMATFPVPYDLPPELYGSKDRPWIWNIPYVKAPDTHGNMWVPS
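Enzyme-compound mixtures sat 15 min at room temperature, followed by a 5 min reaction with 15 nM final substrate and 10 min with AlphaScreen beads. Recombinant human Tdp1 was used at 1 nM final.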
FEN1 inhibitor – human FEN1 inhibition; Recombinant FEN1 flap cleavage, fluorescence, 15 min; 390,000 tested, 0.35% active; AID 588795; Potency, µM (highest dose often 114 µM), for inactives: at the top dose activity change, negative = inhibition, usual class: inhibitors; also: nearly all actives have a fitted effect of over 65% in size
Target sequence (P39748 whole entry, looked up): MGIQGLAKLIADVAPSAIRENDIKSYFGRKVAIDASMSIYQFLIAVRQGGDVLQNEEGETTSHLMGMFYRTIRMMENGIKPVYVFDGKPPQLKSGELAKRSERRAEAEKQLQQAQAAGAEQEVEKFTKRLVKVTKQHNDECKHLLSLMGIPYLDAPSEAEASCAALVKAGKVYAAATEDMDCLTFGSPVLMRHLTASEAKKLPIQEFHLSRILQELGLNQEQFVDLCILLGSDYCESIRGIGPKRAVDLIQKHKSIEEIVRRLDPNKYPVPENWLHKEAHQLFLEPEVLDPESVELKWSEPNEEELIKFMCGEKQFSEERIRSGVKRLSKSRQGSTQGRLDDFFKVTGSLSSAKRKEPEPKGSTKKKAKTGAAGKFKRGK
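Reaction started by adding substrate (50 nM final) to 10 nM enzyme after 15 min room-temperature compound preincubation. Reads at 0 and 15 min, with data normalized and fitted to a four-parameter Hill equation.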
N370S GC – N370S glucocerebrosidase modulation, Gaucher chaperone candidate | N370S GC spleen homogenate, 4MU-glucoside fluorescence | Potency, µM (top dose mostly 59.4 µM), without a hit: at the top dose activity change, negative = inhibition, actives largely listed as inhibitors | 330,000 tested, 0.092% active | AID 2101;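 also: 0% = full enzyme activity and -100% = no enzyme basal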
* hit, by the source's call; ? = inconclusive; / = no result given; & = joins results of further samples; [ ] = another dose, or the depositor's remark. Calls follow the shape of the dose curve; as a rule, active = well fitted curve in the direction sought with a large enough effect; inconclusive = small, poorly fitted or top-dose-only effect, or another doubt; inactive = no such curve, though single readings can be large; an effect the other way counts as inactive or inconclusive. Unless noted, % is scaled to controls: 0 for no effect and ±100 for the full control effect; potency is read from the fitted curve at half-maximal effect.

canonical_smiles	TDP1 inh	FEN1 inhibitor	N370S GC
CSc1nc2c(c(=O)[nH]c(=O)n2C)n1CCCc1ccccc1	/	?	-3%
Cc1ccc(S(=O)(=O)N2CCOCC2)cc1NC(=O)COc1ccc(C(=O)c2ccccc2)cc1	2%	-19%	/
Cc1ccc(S(=O)(=O)NN2C(=O)/C(=C/c3cccc(F)c3)SC2=S)cc1	/	8%	-11%
O=C(COc1ccc(CO)cc1)Nc1ccc(F)cc1	2%	-13%	-1%
COc1ccc(OC)c(S(=O)(=O)N2CCN(c3ccc(F)cc3)CC2)c1	/	3%	-18%
CN(Cc1ccccc1)S(=O)(=O)c1ccc(NS(=O)(=O)Cc2ccccc2)cc1	-4%	-22%	-1%
CCOc1ccccc1NC(=O)N1CCC(N2CCN(Cc3ccccc3)C(=O)C2=O)CC1	4%	8%	/
COc1ccc(/C=C\C(=O)c2c(O)ccc3c(C)cc(=O)oc23)cc1OC	7%	-1%&-7%	12%
O=S(=O)(NC(=NCc1ccccc1)c1ccccc1F)c1ccccc1	9%	18%	7%
Cc1ccc(C(C)C)c2oc(=O)cc(-c3ccc(-c4ccc(C(F)(F)F)cc4)cc3)c12	0%[56.1 µM]	2%	-19%
CCCC(c1nnnn1Cc1ccco1)N1CCN(c2cc(Cl)ccc2C)CC1 (stereo not drawn)	3%	-15%	-7%
COc1ccc(-c2nc3c(c4c2C[C@H](c2ccccc2)OC4)CN(C(=O)C2CC2)CC3)c(C)c1	7%[21 µM]	/	-14%[12.8 µM]

The final four entries of the part above come first, to join the parts.
canonical_smiles	TDP1 inh	FEN1 inhibitor	N370S GC
O=S(=O)(NC(=NCc1ccccc1)c1ccccc1F)c1ccccc1	9%	18%	7%
Cc1ccc(C(C)C)c2oc(=O)cc(-c3ccc(-c4ccc(C(F)(F)F)cc4)cc3)c12	0%[56.1 µM]	2%	-19%
CCCC(c1nnnn1Cc1ccco1)N1CCN(c2cc(Cl)ccc2C)CC1 (stereo not drawn)	3%	-15%	-7%
COc1ccc(-c2nc3c(c4c2C[C@H](c2ccccc2)OC4)CN(C(=O)C2CC2)CC3)c(C)c1	7%[21 µM]	/	-14%[12.8 µM]
CN(Cc1nccs1)C(=O)c1ccc2nc(Cc3ccccc3F)oc2c1	-2%	-10%	-1%
CCCNc1nc2c(c(=O)n(C)c(=O)n2C)n1CCc1ccccc1	2%	-5%	-6%
CCc1nnc(NC(=O)CCC(=O)Nc2ccc(Cl)cc2)s1	3%	-10%	0%
CC(C)CNS(=O)(=O)c1ccc(CCC(=O)N2CCN(Cc3ccc4c(c3)OCO4)CC2)cc1	0%	-10%	3%
CCN(CC(=O)NCc1ccc(Cl)cc1)C(=O)CCc1ccccc1O	/	11%	-8%
N#Cc1c2ccc(O)cc2n2ccccc12	-7%	-32%	9%
CC(C)CN1CCN(Cc2cc3ccccc3[nH]2)CC1CCO (stereo not drawn)	3%	-2%	-5%
CC(C)(C)c1ccc(C(=O)C=[N+]=[N-])cc1	7%	3%	6%
CC(=O)NCc1nc2ccccc2n1C(C)C	2%	-2%	2%
N/C(=N/O)c1ccccc1N1CCC(Cc2ccccc2)CC1	2%	-22%	-10%
Cc1cccc(N2CCN(C(=O)CN3C(=O)COc4ccc(S(=O)(=O)N5CCOCC5)cc43)CC2)c1C	1%	9%	/
COc1cc(C(=O)OCCCN2CCOCC2)ccc1O	3%	0%	-19%

canonical_smiles	TDP1 inh	FEN1 inhibitor	N370S GC
C=CCOC(=O)C1=C(C)NC(SCC(=O)Nc2ccc(C)c(Cl)c2)=C(C#N)C1c1ccco1 (stereo not drawn)	3%	3%	10%
Cc1ccc(OCCCC(=O)Nc2ccc(S(=O)(=O)Nc3ccccn3)cc2)cc1	3%	-3%	1%
Cc1cc(C)n2nc(S(=O)(=O)Nc3c(Cl)cccc3Cl)nc2n1	8%	10%	0%
O=C(Cn1cnc2cc([N+](=O)[O-])ccc2c1=O)NCc1ccc(Cl)cc1	-1%	-3%	-22%
COc1ccccc1Nc1nc2nonc2[nH]c1=O	1%	4%	-5%
CN(C)c1ccc(/C=C2\C(=N)N3N=C(CC(=O)N4CCCCC4)SC3=NC2=O)cc1	-2%	-1%	-9%
O=C(COC(=O)COc1ccc(Cl)cc1Cl)Nc1cccnc1Cl	0%	-3%	10%
CC(C)c1onc(C(=O)N2CCN(c3ccccc3)CC2)c1[N+](=O)[O-]	/	-10%	2%
CCC(C(N)=NCCc1ccc(OC)c(OC)c1)c1ccccc1 (stereo not drawn)	/	-7%	1%
Cc1ccc(C)c(Cn2c(=O)n(Cc3ccccc3)c(=O)c3sc4ccccc4c32)c1	6%	-3%	/
O=C(CN1C(=O)/C(=C\c2ccccc2Cl)Sc2ccccc21)NCCCN1CCOCC1	3%	-4%	-5%
Cc1cc(N2CCCCCC2)n2nc(C)c(-c3ccccc3)c2n1	/	15%	-16%

canonical_smiles	TDP1 inh	FEN1 inhibitor	N370S GC
O=C(CCN1C(=O)/C(=C/c2cccs2)SC1=S)Nc1cccc(C(=O)O)c1	-4%	-18%	-6%
O=C(Nc1cccnc1)Nc1ccc2c(c1)OCO2	7%	-23%	-18%
COc1cc2c(cc1OC)C(c1ccc(C(F)(F)F)cc1)CC(=O)N2 (stereo not drawn)	/	-7%	-5%
O=C(N/N=C/C1=Cc2ccccc2OC1)c1ccncc1	?	-4%	-1%
CC(C)(C)NS(=O)(=O)c1ccc(NC(=O)C2CC(=O)N(CCc3ccc(F)cc3)C2)cc1 (stereo not drawn)	0%[0.0935 µM]	-9%	-7%
COc1ccc(CCN2C(=O)CC(N3CCC(C(N)=O)CC3)C2=O)cc1OC (stereo not drawn)	/	3%	14%
O=C(O)c1ccc(CP(=O)(c2ccccc2)c2ccccc2)cc1	/	-11%	-18%
O=C(Nc1cccc(-c2nc3ccccc3[nH]2)c1)c1ccco1	-2%	0%	7%
COC(=O)c1cc(=O)n(Cc2ccc(F)cc2)c(=NCc2ccc(F)cc2)s1	5%	1%	3%
O=C(CSc1nnc2ccccn12)NC(=O)NC1CCCCC1	-3%	-11%	10%
CC(C(O)C12CC3CC(CC(C3)C1)C2)N1CCCCC1 (stereo not drawn)	2%	17%	-10%
O=C(CSc1nc2ccccc2[nH]1)Nc1nc(-c2ccc(Br)cc2)cs1	0%	3%	6%

canonical_smiles	TDP1 inh	FEN1 inhibitor	N370S GC
CCCCC(c1nnnn1CCOC)N1CCN(CC)CC1 (stereo not drawn)	2%	-7%	3%
COc1cccc(C2C(C(=O)c3ccc(C)o3)=C(O)C(=O)N2c2cc(C)on2)c1 (stereo not drawn)	5%	-1%	-2%
CCOc1ccc(NC(=O)c2cc(S(=O)(=O)N3CCOCC3)ccc2F)cc1	5%	-6%	/
CCn1c(=O)cc(SCC(=O)NCc2ccc(OC)cc2OC)c2ccccc21	1%	-12%	/
CCN(Cc1nc(-c2ccc(OC)c(OC)c2)no1)C(=O)c1ccoc1C	14%	-4%	-4%
O=C(c1ccc2ccccc2c1)N1CCN(c2ccc(O)cc2)CC1	2%	-7%	-19%
CSc1nc2c(c(=O)n1-c1ccc(C)cc1)SCC2	11%	5%	-4%
NS(=O)(=O)c1ccc(NC(=O)CCn2c(=O)oc3ccccc32)cc1	0%	1%	/
O=C(Cn1c(=O)n(-c2ccc(Cl)cc2)c(=O)c2c3c(sc21)CCCCC3)Nc1cccc(Cl)c1	8%	-5%	/
COCc1[nH][nH]c(=O)c1C=Nc1ccc(OC(F)(F)F)cc1	1%	-4%	-3%
CCCCC1=CC2=CC(=O)C(C)(OC(=O)CC)C(=O)C2=CN1Cc1ccc2c(c1)OCO2 (stereo not drawn)	4%[21 µM]	-17%	5%[12.8 µM]
CCc1ccccc1Nc1sc(C(=O)c2ccccc2)c(N)c1S(=O)(=O)c1ccccc1	5%	-1%	/

canonical_smiles	TDP1 inh	FEN1 inhibitor	N370S GC
Cc1onc(-c2c(Cl)cccc2Cl)c1C(=O)N=S(C)(=O)c1ccccc1 (stereo not drawn)	-5%	1%	0%
COc1ccc(-c2c(-c3cc(OC)cc(OC)c3)n(C)c3ccc(-c4ccc5cc[nH]c5c4)cc23)cc1	1%	12%	/
O=C(O)CCCC(=O)Nc1ccc(N2CCCC2)cc1	-12%	-8%	-20%
O=C(CN1C(=O)NC2(CCCCCCC2)C1=O)Nc1cccc(Br)c1	0%	-19%	/
COc1cccc(-n2c(CN3CCN(c4ccccc4)CC3)nc3ccc([N+](=O)[O-])cc3c2=O)c1	1%	-1%	9%
Cc1cc(C)nc(CCNC(=O)c2cc(COc3ccc(F)cc3Cl)on2)n1	7%	0%	8%
COc1ccc(NS(=O)(=O)c2ccc3nc(-c4ccccc4)[nH]c3c2)cc1	0%	0%	/
COc1cc2c(cc1OC)CN(Cc1cccs1)CC2	-1%	-7%	-3%
COc1ccccc1N1CCN(c2cc(=O)n(-c3ccc(Cl)cc3)c(=O)[nH]2)CC1	7%	-2%	6%
CC(/C=C/c1ccc(C)o1)=C\C(=O)O	2%	-7%	11%
O=C(CCNC(=O)c1ccccc1Cl)NCC(c1ccc(F)cc1)N1CCOCC1 (stereo not drawn)	-12%	-2%	0%
Cc1nc(-c2ccc(C)c(S(=O)(=O)N3CCC(C(=O)NCc4ccc(F)cc4)CC3)c2)no1	0%	14%	/

canonical_smiles	TDP1 inh	FEN1 inhibitor	N370S GC
CCOc1ccc(Nc2nc(NCC(=O)O)nc(N)c2[N+](=O)[O-])cc1	/	9%	-9%
Cc1cc(C)c(C(=O)CN2C(=O)C(=O)N(C3CCCC3)C2=O)cc1C	-1%	-8%	/
COc1ccc(/C=N/c2sc3c(c2C#N)CCN(Cc2ccccc2)C3)c(O)c1	0%	/	3%
O=S(=O)(c1ccc(Br)cc1)N1CCCN(Cc2cccc(F)c2)CC1	-1%	-7%	-11%
COc1ccc(C(=O)NNS(=O)(=O)c2ccc(C)cc2)cc1	0%	-3%	3%
Cc1ccc(/C(O)=C2/C(=O)C(=O)N(c3ccccn3)C2c2cccc([N+](=O)[O-])c2)cc1 (stereo not drawn)	/	-18%	-3%
O=c1c2c3nc4ccccc4nc3n(-c3cccc(F)c3)c2ncn1Cc1ccc2c(c1)OCO2	5%	/	-35%
C=CCC1(CC=C)CCCN1Cc1nc(COc2ccccc2)no1	1%	1%	1%
CC(NCC(c1ccco1)N1CCCCC1)C(=O)NC1CCCC1 (stereo not drawn)	0%	5%	-7%
Cc1nn(C)c(C)c1CNC(=O)Nc1ccc2c(c1)OCO2	1%	-1%	-2%
O=C(c1ccc(Cl)c(F)c1F)N1CCCC1	5%	-1%	1%
COc1cccc(C(=O)Nc2ccc3c(cc2=O)[C@@H](NC(C)=O)CCc2cc(OC)c(OC)c(OC)c2-3)c1	/	4%	-12%

canonical_smiles	TDP1 inh	FEN1 inhibitor	N370S GC
O=C(CSc1nc2c([nH]c3ccccc32)c(=O)n1-c1ccccc1)c1ccccc1	-1%	-1%	/
O=C(O)CCCNC(=O)CC1S/C(=N/N=C/c2ccccc2O)NC1=O (stereo not drawn)	8%	-8%	-4%
CC1CCCC(C)N1C(=O)C1CC(c2ccc(F)cc2)=NO1 (stereo not drawn)	6%	-7%	-7%
CCC(C)NC(=O)Cc1c(C)c2cc3c(cc2oc1=O)OC(C)(C)CC3 (stereo not drawn)	/	1%	15%
Cc1ccccc1Nc1nc(N)nc(COC(=O)CCS(=O)(=O)c2ccc(Cl)cc2)n1	-6%	-3%	-14%
O=C(O)c1ccc(-n2c(/C=C/c3cccc([N+](=O)[O-])c3)nc3ccccc3c2=O)cc1	/	4%	-4%
Cc1ccc2c(c1)/C(=N/O)CCS2	0%	-16%	7%
COc1cc(C2C(C#N)=C(C)NC(C)=C2C#N)cc(OC)c1OC	5%	-4%	7%
COc1ccccc1N(Cc1cc(=O)[nH]c2ccccc12)C(=O)c1ccc([N+](=O)[O-])cc1	10%	5%	23%
Cc1ccc(NC(=O)CN2C(=O)CCSc3ccc(S(=O)(=O)N4CCCC4)cc32)cc1C	9%&7%	-6%&0%	-8%
CCC(C)[C@H]1CNCCN1CCC12CC3CC(CC(C3)C1)C2 (stereo partly drawn)	-1%	0%	/
COc1cc(/C=N/S(=O)(=O)CCc2ccccc2)cc(OC)c1O	-2%	-5%	-10%

Shown field by field: two of the compounds above.
SMILES: O=C(O)CCCC(=O)Nc1ccc(N2CCCC2)cc1
  TDP1 inh = -12%
  FEN1 inhibitor = -8%
  N370S GC = -20%
SMILES: O=C(CN1C(=O)NC2(CCCCCCC2)C1=O)Nc1cccc(Br)c1
  TDP1 inh = 0%
  FEN1 inhibitor = -19%
  N370S GC = /

Going on with the list:
canonical_smiles	TDP1 inh	FEN1 inhibitor	N370S GC
CSCC(=O)NC1CCCc2c1cnn2-c1cc(F)cc(F)c1 (stereo not drawn)	/	21%	-16%
CCCC(=O)Nc1c(-c2ccc(C)cc2)c(=O)c2ccccc2n1C	/	18%	-26%
CC(C)(C)n1nc2c(c1NC(=O)c1cccc(Cl)c1)CS(=O)(=O)C2	6%	-6%	-6%
Cc1ccc(N=C2CSC(=O)N2)cc1	-8%	6%	3%
Cc1cc(C)cc(NC(=O)c2cc(S(=O)(=O)N3CCCC3)cn2C)c1	/	-1%	1%
COc1ccc(OCC(=O)OCc2cc(=O)n3nc(C4CC4)sc3n2)cc1	2%	-1%	/

Rows are unselected. Share with any hit: about 0.53%.
